core dimer inh: HCV core protein dimerization inhibition | TR-FRET GST/Flag-core106 dimerization, 1536-well | inhibition, % at 5 µM | 300,000 compounds, 0.33% hits;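 active means inhibition above the mean of all tested compounds plus 3 SD, set per screening campaign, cut at about 45% in these data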
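Material: Tagged HCV core106 pair (GST and Flag) | Amount: GST-core106 13.5 nM, Flag-core106 17 nM | Medium: KF-containing HEPES buffer, pH 7.45, DTT, CHAPS, BSA | Reagent: Eu donor and XL665 acceptor anti-tag antibodies | Schedule: 4 h at 22.5 °C | Technique: Time-resolved FRET, ex 340 nm, em 617 and 671 nm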
JMJD2C inh: inhibitors of human GASC-1 (JMJD2C) demethylase; Q9H3R0; GST-JMJD2C(1-420) H3K9me3 demethylation, DELFIA europium; inhibition, % at 2.35 µM; 330,000 compounds, 0.069% hits;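 active means more than half of a compound's replicate wells show inhibition beyond 50%, single wells judged on their own value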;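 further: signal counts dimethyl H3K9 product captured on neutravidin plate; 0% = median of DMSO wells and 100% = 0.3 times that DMSO median; strong numbers were not always called active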
Target sequence (Q9H3R0 1-420 limits assumed): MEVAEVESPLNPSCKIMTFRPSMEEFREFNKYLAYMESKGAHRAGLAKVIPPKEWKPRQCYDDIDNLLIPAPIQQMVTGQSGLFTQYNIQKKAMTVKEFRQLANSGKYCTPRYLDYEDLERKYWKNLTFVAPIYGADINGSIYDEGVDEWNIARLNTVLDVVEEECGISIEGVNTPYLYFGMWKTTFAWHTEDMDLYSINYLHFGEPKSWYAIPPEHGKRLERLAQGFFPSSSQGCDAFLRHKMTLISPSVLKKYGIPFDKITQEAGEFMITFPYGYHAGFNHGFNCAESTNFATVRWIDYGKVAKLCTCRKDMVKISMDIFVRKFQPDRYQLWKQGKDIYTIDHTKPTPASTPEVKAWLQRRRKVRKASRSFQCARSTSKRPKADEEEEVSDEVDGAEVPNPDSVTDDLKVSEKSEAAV
TPT1 inhibitor: blocks Candida albicans tRNA 2'-phosphotransferase | recombinant caTPT1, FP RNA substrate dephosphorylation | inhibition, % at 5 µM | 300,000 compounds, 0.81% hits;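 active means inhibition above the mean of all tested compounds plus 3 SD, set per screening campaign, cut at about 24% in these data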;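 further: plate controls were DMSO alone for no effect and ferristatin control at 100 nM for full effect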
PP5 primary: inhibitors of human protein phosphatase 5 (PP5); inhibition, % at 6.7 µM; purified PP5c, OMFP substrate fluorescence; 320,000 compounds, 0.18% hits; P53041; AID 1987;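 active means inhibition above the campaign's mean inhibition across all tested compounds plus 3 SD, cut at about 9.5% in these data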;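 further: 0% = DMSO only and 100% = 100 µM cantharidin control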
PP1 counter: counter-screen for PP5 inhibitors: inhibitors of human PP1-alpha; P62136; purified PP1alpha, OMFP fluorescence; inhibition, % at 6.7 µM; 320,000 compounds, 0.9% hits;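 active means inhibition above the mean inhibition of all tested compounds plus 3 SD, computed separately for each screening campaign, cut at about 15% in these data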
Target sequence (P62136 whole entry, looked up): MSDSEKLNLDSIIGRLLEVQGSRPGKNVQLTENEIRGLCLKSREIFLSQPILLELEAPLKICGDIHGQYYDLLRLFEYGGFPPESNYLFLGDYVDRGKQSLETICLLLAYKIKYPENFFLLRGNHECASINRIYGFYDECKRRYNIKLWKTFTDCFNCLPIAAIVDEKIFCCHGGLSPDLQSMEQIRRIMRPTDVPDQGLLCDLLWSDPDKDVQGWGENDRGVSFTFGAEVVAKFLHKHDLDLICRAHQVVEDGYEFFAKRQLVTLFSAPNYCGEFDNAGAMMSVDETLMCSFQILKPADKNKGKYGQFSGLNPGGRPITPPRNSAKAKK
Efflux pump mplx: blocks antifungal efflux pumps in multiplex yeast assay; inhibition, % at 10 µM; 330,000 compounds, 0.44% hits; S. cerevisiae Candida pump triplex, Nile Red efflux;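 active means plate passing quality check with inhibition over a set limit, or well fluorescence over plate mean plus 4 SD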;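 further: Nile Red retained in pooled yeast measured as flow cytometry median fluorescence; 0% = buffer negative control and 100% = Enniatin B positive control; higher means more Nile Red kept so more efflux inhibition; some compounds called inactive have numbers as strong as hits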
proCasp7 act: counter-screen: procaspase-7 (human) activation; P55210; recombinant procaspase-7, Ac-DEVD-pNA absorbance 405 nm; D23A/D198A/D206A triple mutant, cannot self-cleave; scale: DMSO 0, 5 µM enzyme 100; activation, % at 8.5 µM; 330,000 compounds, 0.093% hits; AID 463210;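 active means percent activation above the screen-wide mean plus 3 SD, cut at about 25% in these data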
Target sequence (P55210 whole entry D23A/D198A/D206A): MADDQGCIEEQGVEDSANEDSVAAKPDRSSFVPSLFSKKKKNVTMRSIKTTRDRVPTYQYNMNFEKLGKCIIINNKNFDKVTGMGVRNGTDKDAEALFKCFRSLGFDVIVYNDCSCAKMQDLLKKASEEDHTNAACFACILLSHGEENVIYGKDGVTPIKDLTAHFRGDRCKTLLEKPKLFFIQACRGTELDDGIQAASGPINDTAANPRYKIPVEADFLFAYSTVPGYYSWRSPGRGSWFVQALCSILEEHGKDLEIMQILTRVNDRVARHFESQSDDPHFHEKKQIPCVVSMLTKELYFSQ
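Assay system: Uncleavable procaspase-7 mutant enzyme; Input: 2 µM procaspase-7 mutant as dispensed; Also added: DEVD-pNA substrate; Medium: Zinc-free HEPES pH 7.4 with 300 mM NaCl, 0.01% Triton X-100; Timing: 1 h compound preincubation, 2 h substrate cleavage, 25 °C; Measured by: Epi-absorbance of released pNA at 405 nm, two timepoints.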
Fh CTSL1 inh: blocks F. hepatica cathepsin L1 in PFM18AAP counter-screen; recombinant F. hepatica cathepsin L1, Z-Leu-Arg-MCA fluorescence; inhibition, % at 5.96 µM; 300,000 compounds, 0.49% hits;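 active means inhibition above the mean of all tested compounds plus 3 SD, set per screening campaign, cut at about 17% in these data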;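 further: 0% = plate median of test compound wells and 100% = 1 µM Z-Phe-Ala-diazomethylketone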
proCasp3 act: activators of human procaspase-3; P42574; recombinant procaspase-3 D3A, Ac-DEVD-pNA absorbance 405 nm; activation, % at 8.5 µM; 330,000 compounds, 0.11% hits;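 active means activation above the mean of all tested compounds plus 3 SD, cut at about 21% in these data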;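 further: 0% = DMSO alone and 100% = DMSO wells spiked with extra 5 µM PC-3 D3A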
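material = Procaspase-3 D3A mutant | probe or stimulus = Ac-DEVD-pNA | compound = single dose, 8.5 µM nominal compound, 0.8% DMSO | timing = 1 h preincubation, 2 h reaction | measured by = 405 nm absorbance of p-nitroaniline, reads at 0 and 120 min | benchmarks = DMSO-only low control, 5 µM PC-3 D3A high control | repeats = singlicate, each compound tested once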
The depositor's hits bear a star.

Screening Cc1ccc(C(=O)Nc2cccnc2)cc1NC(=O)c1ccco1 returned core dimer inh 0, JMJD2C inh 3, TPT1 inhibitor -7, PP5 primary 1.0, PP1 counter -3, Efflux pump mplx 0.0, proCasp7 act 7, Fh CTSL1 inh -3 and proCasp3 act -2.
Screening O=C(/C=C\Nc1ccc(Cl)cn1)c1ccc(Br)cc1 returned core dimer inh 3, JMJD2C inh 35, TPT1 inhibitor 16, PP5 primary -1.3, PP1 counter -4, Efflux pump mplx 0.1, proCasp7 act 2, Fh CTSL1 inh 0 and proCasp3 act -8.
For N#Cc1cccc(NC(=O)CCC2CCCC2)c1 the results were core dimer inh -2, JMJD2C inh -13, TPT1 inhibitor 0, PP5 primary 0.9, PP1 counter 0, Efflux pump mplx 0.0, proCasp7 act 10, Fh CTSL1 inh 2 and proCasp3 act 3.
COc1ccc(/C=C2\SC(=O)N(CC(=O)N(C)C3CCS(=O)(=O)C3)C2=O)cc1 (configuration not stated) was read as core dimer inh -1, JMJD2C inh 3, TPT1 inhibitor -1, PP5 primary 0.0, PP1 counter 0, Efflux pump mplx -0.1, proCasp7 act -5, Fh CTSL1 inh 6 and proCasp3 act 1.
OCC[C@H]1C[C@H](O)[C@@H](O)[C@@]2(CCc3ccccc3CO2)O1 was read as core dimer inh -12, JMJD2C inh 3, TPT1 inhibitor 0, PP5 primary -0.9, PP1 counter -2, Efflux pump mplx 0.1, proCasp7 act -5, Fh CTSL1 inh -3 and proCasp3 act 5.
For CC(=O)OC[C@H]1O[C@@H](n2ncc(=O)[nH]c2=O)[C@H](OC(C)=O)[C@@H]1OC(C)=O the results were core dimer inh 12, JMJD2C inh 3, TPT1 inhibitor -2, PP5 primary 0.2, PP1 counter -3, Efflux pump mplx 0.0, proCasp7 act 0, Fh CTSL1 inh 7 and proCasp3 act 5.
Screening O=S1(=O)C=C(SCc2cccc(Cl)c2)Nc2ccccc21 returned core dimer inh 6, JMJD2C inh -3, TPT1 inhibitor 4, PP5 primary 0.3, PP1 counter 3, Efflux pump mplx -0.2, proCasp7 act 5, Fh CTSL1 inh 1 and proCasp3 act 0.
For COc1ccccc1-c1cc(C(=O)NC(C)C)no1 the results were core dimer inh 4, JMJD2C inh -18, TPT1 inhibitor -1, PP5 primary -2.3, PP1 counter -3, Efflux pump mplx -0.1, proCasp7 act -7, Fh CTSL1 inh 1 and proCasp3 act 3.
Screening CN(C)S(=O)(=O)c1ccc(C(=O)Nc2cccnc2)cc1 returned core dimer inh -2, JMJD2C inh 9, TPT1 inhibitor -4, PP5 primary -2.1, PP1 counter -2, Efflux pump mplx -0.1, proCasp7 act -13, Fh CTSL1 inh -2 and proCasp3 act 1.
Screening CCOc1ccc(NC(=O)CCCc2cc(-c3ccc(OCC)cc3)on2)cc1 returned core dimer inh 5, JMJD2C inh 4, TPT1 inhibitor -2, PP5 primary 1.5, PP1 counter -1, Efflux pump mplx 0.1, proCasp7 act -1, Fh CTSL1 inh -2 and proCasp3 act -2.
Screening O=C(COC(=O)CCC1CCCC1)NCc1ccc(Cl)cc1 returned core dimer inh -2, JMJD2C inh -2, TPT1 inhibitor 2, PP5 primary 0.8, PP1 counter 1, Efflux pump mplx 0.1, proCasp7 act -3, Fh CTSL1 inh -6 and proCasp3 act 2.
Cc1cc(C(=O)C[N+]2(C)CCOCC2)c(C)n1-c1ccc(Br)cc1 was read as core dimer inh -1, JMJD2C inh -11, TPT1 inhibitor -6, PP5 primary 2.0, PP1 counter -1, Efflux pump mplx 0.0, proCasp7 act -1, Fh CTSL1 inh 5 and proCasp3 act -2.
Screening CC(C)C(OC(=O)CN1C(=O)c2ccccc2C1=O)C(=O)NC1CCCC1 (configuration not stated) returned core dimer inh -11, JMJD2C inh -1, TPT1 inhibitor 1, PP5 primary 2.5, PP1 counter 2, Efflux pump mplx 0.1, proCasp7 act -1, Fh CTSL1 inh -6 and proCasp3 act 5.
`CCC(=O)N1CCc2cc(Br)cc(S(=O)(=O)NCc3ccco3)c21` gave core dimer inh 1, JMJD2C inh -3, TPT1 inhibitor -5, PP5 primary -1.7, PP1 counter -1, Efflux pump mplx -0.1, proCasp7 act 13, Fh CTSL1 inh 2 and proCasp3 act -2.
For COc1cc(OC)cc(-c2nc3ccccc3c(=O)o2)c1 the results were core dimer inh 3, JMJD2C inh 1, TPT1 inhibitor 3, PP5 primary 1.7, PP1 counter -1, Efflux pump mplx 0.0, proCasp7 act 2, Fh CTSL1 inh -3 and proCasp3 act 4.
For CC(NC(=O)CCCCCNC(=O)N1CCn2c1nc1ccccc12)c1ccccc1 (configuration not stated) the results were core dimer inh -1, JMJD2C inh 13, TPT1 inhibitor -3, PP5 primary 1.5, PP1 counter 3, Efflux pump mplx -0.2, proCasp7 act -6, Fh CTSL1 inh -6 and proCasp3 act 3.
Screening O=c1c(-c2ccc(Br)cc2)coc2c(CN3CCOCC3)c(O)ccc12 returned core dimer inh 11, JMJD2C inh 3, TPT1 inhibitor -4, PP5 primary 1.5, PP1 counter 4, Efflux pump mplx 0.0, proCasp7 act 9, Fh CTSL1 inh 4 and proCasp3 act -1.
`CC/C=C(/NC(C)=O)c1ccccc1` gave JMJD2C inh 3, PP5 primary 1.0, PP1 counter 5, Efflux pump mplx -0.4, proCasp7 act -1 and proCasp3 act 11.
COc1ccc(-n2nnnc2-c2cn(C)nc2C(F)(F)F)cc1 was read as core dimer inh -1, JMJD2C inh -3, TPT1 inhibitor -2, PP5 primary -1.6, PP1 counter 5, Efflux pump mplx -0.2, proCasp7 act 2, Fh CTSL1 inh 2 and proCasp3 act 4.
`OCc1ccccc1CN1CCCCCC1` gave core dimer inh -2, JMJD2C inh 6, TPT1 inhibitor -2, PP5 primary -1.7, PP1 counter 2, Efflux pump mplx 0.1, proCasp7 act 5, Fh CTSL1 inh -3 and proCasp3 act -9.
`CCN(CC)C1CCN(C(=O)c2ccc(OC3CCN(Cc4ccccn4)CC3)cc2)C1` (configuration not stated) gave core dimer inh -3, JMJD2C inh 18, TPT1 inhibitor -2, PP5 primary -1.7, PP1 counter 6, Efflux pump mplx 0.1, proCasp7 act -4, Fh CTSL1 inh -1 and proCasp3 act -3.
`CS(=O)(=O)N(CC(=O)N1CCN(Cc2ccc3c(c2)OCO3)CC1)C1CCCCC1` gave core dimer inh 0, JMJD2C inh 13, TPT1 inhibitor -4, PP5 primary -0.8, PP1 counter -1, Efflux pump mplx 0.1, proCasp7 act 4, Fh CTSL1 inh -1 and proCasp3 act -8.
For O=C(CNC(=O)c1ccc(Cl)cc1Cl)OCc1nc2ccccc2s1 the results were core dimer inh 1, JMJD2C inh -5, TPT1 inhibitor -1, PP5 primary -3.0, PP1 counter -3, Efflux pump mplx 0.3, proCasp7 act 10, Fh CTSL1 inh -9 and proCasp3 act 7.
`CC1=C(C(=O)OC(C)(C)C)C(c2ccc3ccccc3c2)NC(=O)N1C` (configuration not stated) gave core dimer inh 9, JMJD2C inh 7, TPT1 inhibitor -2, PP5 primary 1.9, PP1 counter 1, Efflux pump mplx 0.0, proCasp7 act -4, Fh CTSL1 inh 0 and proCasp3 act 3.

3 structures from above, ordered by molecular weight, lowest first.
`OCc1ccccc1CN1CCCCCC1` gave core dimer inh -2, JMJD2C inh 6, TPT1 inhibitor -2, PP5 primary -1.7, PP1 counter 2, Efflux pump mplx 0.1, proCasp7 act 5, Fh CTSL1 inh -3 and proCasp3 act -9.
`CCC(=O)N1CCc2cc(Br)cc(S(=O)(=O)NCc3ccco3)c21` gave core dimer inh 1, JMJD2C inh -3, TPT1 inhibitor -5, PP5 primary -1.7, PP1 counter -1, Efflux pump mplx -0.1, proCasp7 act 13, Fh CTSL1 inh 2 and proCasp3 act -2.
For CC(NC(=O)CCCCCNC(=O)N1CCn2c1nc1ccccc12)c1ccccc1 (configuration not stated) the results were core dimer inh -1, JMJD2C inh 13, TPT1 inhibitor -3, PP5 primary 1.5, PP1 counter 3, Efflux pump mplx -0.2, proCasp7 act -6, Fh CTSL1 inh -6 and proCasp3 act 3.

Additional records:
`Nc1c(Br)c(=O)[nH]c(=O)n1-c1ccc(F)cc1` gave core dimer inh -6, JMJD2C inh 6, TPT1 inhibitor 0, PP5 primary 1.3, PP1 counter -4, Efflux pump mplx 0.2, proCasp7 act 10, Fh CTSL1 inh -1 and proCasp3 act 1.
Screening Cc1ccccc1OCC(=O)Nc1ccc(N2CCN(C(=O)c3ccco3)CC2)cc1 returned core dimer inh 3, JMJD2C inh -3, TPT1 inhibitor 1, PP5 primary 5.1, PP1 counter 0, Efflux pump mplx 0.1, proCasp7 act -4, Fh CTSL1 inh -3 and proCasp3 act 1.
CC(C)CN1CCC(=O)N([C@H](CO)c2ccccc2)CC1 was read as core dimer inh 5, JMJD2C inh 28, TPT1 inhibitor -1, PP5 primary 0.3, PP1 counter -1, Efflux pump mplx 0.0, proCasp7 act 5, Fh CTSL1 inh 1 and proCasp3 act 4.
NS(=O)(=O)c1ccc(N2CCOCC2)c(C(=O)NCCCSc2ccccc2)c1 was read as JMJD2C inh -6, PP5 primary 1.2, PP1 counter -5, Efflux pump mplx -0.3, proCasp7 act 1 and proCasp3 act 1.
Screening CCOc1ccc2oc(C(=O)Nc3ccc4c(c3)OCO4)c(C)c2c1 returned core dimer inh 15, JMJD2C inh 20, TPT1 inhibitor 3, PP5 primary 0.8, PP1 counter -1, Efflux pump mplx 0.1, proCasp7 act -7, Fh CTSL1 inh 3 and proCasp3 act -8.
COC(=O)CCN1CCC(c2cc(-c3cccc(C(F)(F)F)c3)n[nH]2)CC1 was read as core dimer inh 0, JMJD2C inh -2, TPT1 inhibitor -1, PP5 primary 2.9, PP1 counter -1, Efflux pump mplx -0.1, proCasp7 act 8, Fh CTSL1 inh -2 and proCasp3 act 2.
For CCCCCCCCn1c(=O)c(C(=O)OC)c(N)c2ccccc21 the results were core dimer inh 8, JMJD2C inh -1, TPT1 inhibitor 2, PP5 primary 3.3, PP1 counter -4, Efflux pump mplx 0.0, proCasp7 act 7, Fh CTSL1 inh 1 and proCasp3 act 3.
`CCC(=O)NC(=S)Nc1ccc(S(=O)(=O)NC(C)C)cc1` gave core dimer inh 2, JMJD2C inh -11, TPT1 inhibitor 0, PP5 primary 3.1, PP1 counter -5, Efflux pump mplx -0.1, proCasp7 act -4, Fh CTSL1 inh -7 and proCasp3 act -3.

Screens deposited in PubChem BioAssay by several laboratories.
